High-throughput results deposited in PubChem by several laboratories.
P. falciparum M1AAP: malaria alanyl aminopeptidase activity blockers – biochemical, fluorogenic H-Leu-NHMec substrate, 1536-well (AID 1445); recombinant M1AAP, H-Leu-NHMec fluorogenic kinetic assay; higher % means a stronger effect; inhibition, % at 30 µM; hits with a dose series show IC50 in µM; 0.42% of 220,000 active;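 active = primary inhibition above the hit cutoff, then over 50% inhibition at one or more dose response concentrations, cut at about 23% in these data, passing the limit was not always enough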;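 also: plate controls were DMSO full reaction for no effect and no enzyme background for full effect; strong numbers were not always called active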
Insulin prom up: MIN6 insulin promoter up-regulation. MIN6 insulin promoter-GFP reporter, high-content imaging; hits give high values. z-score at 5 µM. 0.3% of 190,000 active;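 active = z-score above 3 at 5 µM with at least 500 cells counted in the well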
Dynein cargo inh: blocks dynein driven cargo transport along microtubules | z-score, hits read low | 3617.4 mouse cells, GR-EGFP nuclear translocation imaging; test concentration mostly 20 µM; stimulated with dexamethasone, 1 µM; hits give low values | 0.47% of 220,000 active | AID 1381;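 active = plate z-score of nuclear minus cytoplasmic receptor signal below a set negative limit, without overly bright fluorescence or cell loss, cut at about -3.5 in these data, passing the limit was not always enough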;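 also: z-score of nuclear minus cytoplasmic ring GR-EGFP intensity difference per well; some compounds called inactive have numbers as strong as hits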
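Also added – dexamethasone, 1.0 µM final · Buffer or medium – tet-free, stripped-serum medium · Schedule – induction 48 h, compound 1 h, agonist 30 min · Detection – formaldehyde fixation, Hoechst nuclear stain, 10x automated fluorescence imaging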
Autophagy mod: autophagy modulation, high-content screen; MEF GFP-LC3 puncta imaging; test concentration mostly 10 µM; AID 463193; 0.98% of 190,000 active; calls only at 10 µM (by protocol);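 active = percentage of spot-positive cells more than 3 SD above its plate mean, without a fluorescence outlier flag or 80% toxicity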;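 also: spot-positive cell cutoff set from DMSO-treated cells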
MT stabilize HCS: microtubule stabilizers in HeLa cells | HeLa tubulin immunostaining HCS, 24 h; share of cells brighter than vehicle mean+2SD | % tubulin-high responders, % at 10 µM | 0.83% of 200,000 active | AID 2205;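 active = plate Z-score above 3 for both tubulin-high and condensed-nucleus cell shares, with cell loss under 80%, at 10 µM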;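 also: anti alpha tubulin signal scored within the nucleus-defined area of each cell; some results filed as inactive read as strong as hits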
CSM14.1 death rescue: rescue of cells from ER stress-induced death, primary screen, 384-well, CSM14.1, thapsigargin, ATP luminescence (AID 1222) | CSM14.1 thapsigargin-induced death rescue, ATP luminescence; higher % means a stronger effect | one-dose cellular ATP content (survival), % at 20 µM; EC50 in µM for titrated hits | 190,000 tested, under 10 active;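 active = EC50 below 50 µM in the dose-response confirmation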;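 also: death triggered by thapsigargin at about 15 µM added after 2 h compound pretreatment; cell ATP read after overnight thapsigargin exposure of roughly 18 to 22 hours; normalized against plate controls of thapsigargin alone and 5% DMSO vehicle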
P. falciparum M17LAP: P. falciparum M17LAP inhibitors, primary screen, biochemical, fluorogenic H-Leu-NHMec substrate, 1536-well (AID 1619); recombinant M17LAP, H-Leu-NHMec fluorogenic kinetic assay; higher % means a stronger effect; one-dose inhibition, % at 30 µM; IC50 in µM for titrated hits; 0.38% of 220,000 active;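 active = compound inhibiting the enzyme by more than half at any dose during confirmatory dose-response retesting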;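 also: plate controls were full reaction with DMSO carrier for no effect and no enzyme background for full effect; strong numbers were not always called active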
UTI89 phage lysis: inhibition of K1F phage lysis, E. coli UTI89, bacterial capsule biogenesis inhibitors, alamar blue (AID 488966). E. coli UTI89 K1F phage lysis, alamar blue, 2 h; higher % means a stronger effect. inhibition, % at 100 µM, or IC50 in µM where a hit was titrated. 0.02% of 340,000 active;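 active = phage lysis inhibition, versus mean bacterial control, above a set limit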;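 also: capsule biogenesis inhibitors block K1F phage lysis so surviving cells raise fluorescence; higher fluorescence means more inhibition of phage lysis; actives were called in the ten point dose series up to 300 µM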
bCat nuc transl: modulators of beta-catenin nuclear translocation; HeLa beta-catenin nuclear translocation, immunofluorescence imaging; nuclear translocation activity, % at 5 µM; 0.3% of 190,000 active;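 active = nuclear translocation activity above 50% at 5 µM, with a well cell count of 50 or more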;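 also: per-cell ratio of nuclear to cytoplasmic median beta-catenin stain intensity; plate controls were DMSO negative control for no effect and GSK-3 inhibitor IX positive control for full effect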
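System: HeLa cells, endogenous beta-catenin; compound dosing: 5 µM primary single dose, 0.1% DMSO, 0.02–20 µM confirmation series; incubation: 24 h compound exposure at 37°C, 5% CO2; signal: beta-catenin immunofluorescence imaging with DAPI; evaluation: % activation, nuclear-to-cytoplasmic median beta-catenin signal ratio per cell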
Dynein cargo inh cytoplasmic EGFP: recorded beside Dynein cargo inh, whose call it bears; z-score; measured here: cytoplasmic GR-EGFP intensity; hits give high values
Dynein cargo inh nuclear GR-EGFP: further read-out of Dynein cargo inh, marked with its call; z-score; measured here: nuclear GR-EGFP intensity;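 lower value marks the stronger effect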
Dynein cargo inh cell count: recorded beside Dynein cargo inh, whose call it bears; z-score; measured here: cell count per field
Insulin prom up cell count: further read-out of Insulin prom up, marked with its call; cell count; measured here: cytotoxicity, nuclei count;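 total cells summed across four imaged fields per well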
bCat nuc transl cell count 5 µM: further read-out of bCat nuc transl, marked with its call; cell count; measured here: cell count, cytotoxicity flag
MT stabilize HCS Hoechst-high %: second read-out of MT stabilize HCS, no call of its own (marks repeat the call); % Hoechst-high responders; measured here: nuclear condensation Hoechst responders;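 share of cells brighter than vehicle mean plus two SD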
MT stabilize HCS cytotoxicity %: also measured in MT stabilize HCS; calls as there; toxicity, %; measured here: cytotoxicity by cell density;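 0% = mean cell density of plate MIN control wells and 100% = no cells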
Autophagy mod cell loss 18 h: recorded beside Autophagy mod, whose call it bears; toxicity, %; measured here: cell loss, nuclei count;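 cell loss after 18 h compound exposure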
* hit, by the source's call; i = inactive; x = no result given.

SMILES	P. falciparum M1AAP	Insulin prom up	Insulin prom up cell count	Dynein cargo inh	Dynein cargo inh cytoplasmic EGFP	Dynein cargo inh nuclear GR-EGFP	Dynein cargo inh cell count	Autophagy mod	Autophagy mod cell loss 18 h	MT stabilize HCS	MT stabilize HCS Hoechst-high %	MT stabilize HCS cytotoxicity %	CSM14.1 death rescue	P. falciparum M17LAP	UTI89 phage lysis	bCat nuc transl	bCat nuc transl cell count 5 µM
COc1ccc(-n2c(SCC(=O)Nc3ccccc3)nc(O)cc2=O)cc1	10%	-0.29	1195	0.26	-0.1	0.75	-2.6	x	x	x	x	x	x	4%	-0.1%	0.7	1288
CCn1cc(C2=NOC(C(=O)Nc3c(C)nn(Cc4ccc(F)cc4)c3C)C2)c(C)n1 (stereo unspecified)	9%	-0.12	1792	0.56	-0.17	0.64	-0.048	i	-8	2.7	2.8	11	-3.4%	11%	0.4%	-1.4	1078
CC(Sc1nc(-c2ccccc2)cc(C(F)(F)F)n1)C(=O)Nc1ccc2c(c1)OCO2 (stereo unspecified)	7%	-0.24	1306	-0.31	-0.31	-0.39	0.54	i	-14	1.2	4.6	4.3	-1.4%	-14%	3.4%	0.4	893
O=C(NCCCn1ccnc1)c1ccc(Cl)cc1	5%	-0.48	1452	0.21	0.53	0.22	-0.45	x	x	x	x	x	x	2%	-0.9%	-2.6	1152
CCc1ccc(N2CN(CCc3ccccc3)CNC2=S)cc1	0%	x	x	-0.89	-0.24	-0.57	0.75	x	x	x	x	x	x	1%	x	-3.3	1193
CCCNC(=O)N1CCN(C(=O)NCCC)CC1	11%	0.1	759	0.6	-0.0016	0.37	0.092	i	-4	2.6	1.7	12	3.8%	5%	1.2%	-3.0	1223
CCCOc1ccc(N2C(=O)CC(NCc3ccc(S(N)(=O)=O)cc3)C2=O)cc1 (stereo unspecified)	x	0.31	1395	-0.15	-0.27	0.41	0.62	i	-3	1.0	1.3	5.1	-0.1%	x	0.6%	-1.0	955
O=C(NNc1nc2c(F)cccc2s1)C1=COCCO1	-1%	0.04	1611	0.23	-0.26	-0.14	1.6	i	-6	2.2	1.0	4.2	-1.2%	49%	3.0%	-2.7	1087
O=C(Nc1cccnc1N1CCOCC1)c1ccco1	7%	-0.03	1203	-1	-0.16	-0.32	-0.32	i	-3	2.2	1.4	4.9	-1.9%	-5%	1.9%	x	x
Cc1cccc(Oc2sc(C(=O)c3ccccc3)c(N)c2C#N)c1	3%	x	x	-1.7	-0.054	-0.33	0.78	i	-23	3.2	2.9	2.3	4.1%	-7%	0.2%	x	x
COC(=O)CC(c1ccc(C(C)C)cc1)n1cccc1 (stereo unspecified)	7%	-0.42	1362	-0.9	-0.32	-0.31	0.83	i	4	2.3	2.3	5.8	-0.3%	8%	-0.5%	-1.6	1074
CCCCOP(=O)(OCCCC)C(O)c1ccc(F)cc1 (stereo unspecified)	3%	0.6	1120	-0.23	-0.18	-0.22	0.5	x	x	x	x	x	x	-2%	i	0.2	1367
CC(C)OCCCNC(=O)c1cc2c(s1)CS(=O)(=O)C2	5%	0.05	1969	-0.38	-0.088	-0.24	0.28	i	-8	0.8	1.5	6.4	-1.1%	-5%	0.4%	-0.8	1063
Cc1cccc(CN(C(=S)Nc2c(C)cccc2C)c2cccnc2)c1	-5%	1.4	1085	-0.014	-0.35	0.19	0.27	i	-2	3.6	2.8	0.1	-0.7%	-3%	-0.1%	1.5	1010
Cc1cnc(C(=O)Nc2cccc3ncccc23)cn1	x	1.5	1225	-0.11	-0.24	-0.13	-1.4	i	9	3.8	3.5	2.0	-3.0%	x	1.8%	-0.7	773
CN(NC(=O)c1ccco1)c1nc2ccccc2nc1C(F)(F)F	-1%	0.61	1076	0.16	0.63	0.81	-0.76	i	-2	2.5	1.7	4.8	-0.4%	7%	0.5%	0.0	1005
COC(=O)Cn1c(C)c(C(C)=O)c(C(C)=O)c1C	0%	1.6	1287	0.65	-0.3	0.17	-0.69	i	-1	6.9	3.1	3.8	-1.3%	13%	1.1%	-1.5	644
COc1ccc(CNC(=O)C(C)NC(=O)c2cc3ccccc3o2)cc1 (stereo unspecified)	-3%	-0.07	1990	-0.31	-0.3	-0.054	-0.08	i	11	4.6	2.1	0.5	-2.6%	-2%	0.0%	-0.8	1046
COc1ccc(NC(=O)Nc2nnc(CC(=O)Nc3ccccc3)s2)cc1	-2%	-1	990	1.9	-0.09	1.9	-2.9	x	x	x	x	x	x	8%	0.5%	-1.5	1446
O=C(COC(=O)CCC(=O)c1ccc(F)cc1)Nc1ccc(F)cc1F	6%	0.92	1080	-0.34	-0.23	-0.032	-0.56	i	1	3.3	2.1	9.3	-0.5%	0%	0.8%	-4.5	1208
O=c1cc(CSc2ccc([N+](=O)[O-])cc2)nc2sccn12	8%	-0.01	1108	0.19	-0.1	0.18	0.022	i	-6	2.3	1.2	7.7	-1.8%	9%	-0.6%	-2.6	1020
OCCN(C=NC1=NN(c2cccc(C(F)(F)F)c2)CC1)CCO	3%	x	x	-0.47	-0.21	-0.82	0.35	i	2	3.1	2.2	7.1	6.0%	9%	0.6%	x	x
CC(C(=O)Oc1ccc2c(c1)OCO2)N1C(=O)c2ccccc2C1=O (stereo unspecified)	-2%	0.44	1357	-0.12	-0.22	0.33	0.7	i	-4	4.2	3.1	6.5	0.5%	6%	x	-1.1	1157
COc1ccc(-c2cc(-c3ccccc3)n3ncnc3n2)cc1	17%	0.53	1501	0.58	-0.38	-0.19	0.37	i	21	1.9	2.1	11	-0.8%	-59%	4.2%	-2.5	920
Cc1sc2ncnc(OCC(=O)NC(C)C)c2c1C	7%	0.76	1618	-0.29	-0.31	0.018	-0.13	i	-3	2.7	1.5	3.7	-1.3%	14%	-0.5%	0.9	1400
C=CCNC(=S)NS(=O)(=O)c1cccs1	1%	0.03	1509	-0.22	-0.21	0.047	0.33	i	14	2.0	1.9	3.5	-0.3%	3%	-1.8%	2.4	869
Cc1ccc(OC(=O)c2ccc3nc(C)sc3c2)cc1	-1%	x	x	0.066	-0.27	-0.22	1.3	i	18	1.7	0.8	6.2	-0.1%	-3%	x	1.0	1506
COc1cc(/C=N/N(C)C)ccc1OC(=O)c1cccs1	-1%	0.6	1221	0.42	-0.36	0.45	0.26	i	2	4.0	2.9	8.6	-1.6%	1%	0.6%	-2.2	1054
O=C1CSC(c2cccc([N+](=O)[O-])c2)N1c1ccccc1 (stereo unspecified)	-2%	-0.19	1335	-0.56	-0.28	-0.19	0.71	i	21	3.4	2.3	2.6	x	-4%	-3.1%	-4.7	1124
CC(C)CNS(=O)(=O)c1ccc(OCC(=O)Nc2ccc(F)cc2F)cc1	5%	x	x	0.092	-0.24	-0.068	0.27	i	1	2.9	2.5	9.4	-1.0%	8%	-0.2%	-0.7	1097
CCOC(=O)c1[nH]c(C)c(C(=O)NC2CCCCCC2)c1C	7%	x	x	1.5	-0.13	1.3	0.37	i	2	4.0	2.4	2.5	-1.8%	0%	0.8%	-3.0	1127
Cc1ccc2c(c1)nnn2C1CCN(S(=O)(=O)c2ccc(C(=O)N3CC(C)CC(C)C3)cc2)CC1 (stereo unspecified)	0%	-2.7	640	1.1	0.081	1.3	-2.6	i	20	20*	26*	52*	1.4%	-14%	0.2%	0.8	1169
Nc1ccc(C(=O)OCC(=O)N2c3ccccc3Sc3ccccc32)cc1[N+](=O)[O-]	0%	-0.01	1243	-0.81	-0.2	0.099	0.23	i	11	3.3	3.7	9.5	-0.2%	2%	3.7%	-0.9	577
CCCn1nc(C(=O)NCCc2ccc(S(N)(=O)=O)cc2)c2ccccc2c1=O	4%	0.18	1201	-0.31	-0.23	-0.046	0.63	i	-6	1.8	2.1	4.1	-0.9%	0%	2.0%	-4.9	970
COC(=O)[C@@]1(Cc2ccc(OC)cc2)[C@H]2c3cc(C(=O)N4CCCC4)n(CCn4cc([N+](=O)[O-])nc4C)c3C[C@H]2CN1C(=O)c1ccccc1	-4%	-0.08	1114	0.22	-0.25	0.44	0.79	i	9	2.6	2.1	8.3	-4.0%	-2%	-2.1%	0.7	501
CC(C)(C)C1CCC(OCC(O)CN2CCN(Cc3ccccc3)CC2)CC1 (stereo unspecified)	9%	-0.67	1494	-0.36	-0.22	-0.19	0.45	i	4	2.7	3.5	13	-2.4%	11%	-0.1%	-0.2	1061
Cc1cc(F)ccc1NCc1cccnc1	1%	-0.24	1661	-0.25	-0.24	-0.82	0.041	i	2	2.3	1.7	6.9	-1.3%	-13%	0.4%	-1.8	1377
Cc1ccc2ncnc(NCCCN3CCOCC3)c2c1	5%	-0.51	1843	-0.83	-0.2	-0.39	0.68	i	-7	4.3	2.5	7.4	-2.7%	7%	0.4%	1.3	1101
Fc1ccc(CNC(=S)NC2CCCCC2)cc1	1%	-1.2	1531	-0.82	-0.096	-0.19	0.94	i	-15	2.3	2.4	8.0	-0.8%	4%	0.0%	-2.9	1120
